# Pf growth 48h – P. falciparum growth inhibition at 48 hours (one generation); P. falciparum luciferase growth in erythrocytes, 48 h; Potency, µM (series often up to 28.7 µM), inactives show top-dose activity change, negative = inhibition, usual class: inhibitors; 310,000 tested, 5.9% active; note: potency is the fitted concentration of half-maximal effect; % is set by controls: 0 for no effect and ±100 for the full control effect
#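 Erythrocytes infected with P. falciparum carrying an integrated firefly luciferase reporter (2% hematocrit, 0.1% parasitemia final) were exposed to compounds in RPMI 1640 with 0.5% Albumax at 37 C, 5% CO2. Growth inhibition was scored as reduced luminescence.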
# Sm TGR inh – inhibitors of Schistosoma mansoni thioredoxin glutathione reductase | Potency, µM (series often up to 114 µM), for the others: top-dose activity change, negative = inhibition, most hits filed as inhibitors | AID 485364 | 360,000 tested, 3% active | purified TGR, DTNB reduction, TNB absorbance 405 nm; note: potency is the fitted concentration of half-maximal effect; % is set by controls: 0 for no effect and ±100 for the full control effect; nearly all actives have a fitted effect of over 60% in size
#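 TGR 20 nM + NADPH 100 uM (dispensed conc.), cpd preinc 15 min RT; start with NADPH (500 uM addition) then DTNB (15 mM addition). Kinetic TNB absorbance, 405 nm filter. Four-parameter Hill fit across titration.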
# Giardia FBPA inh – blocks Giardia fructose-bisphosphate aldolase activity; purified Giardia FBPA; Potency, µM (titrated, usually from 59.6 µM), without a hit: at the highest dose activity, negative = inhibition, most hits filed as inhibitors; 290,000 tested, 0.71% active; note: potency is the fitted concentration of half-maximal effect; % is set by controls: 0 for no effect and ±100 for the full control effect; nearly all actives have a fitted effect of over 55% in size
# Target sequence (A8B2U2 whole entry, looked up): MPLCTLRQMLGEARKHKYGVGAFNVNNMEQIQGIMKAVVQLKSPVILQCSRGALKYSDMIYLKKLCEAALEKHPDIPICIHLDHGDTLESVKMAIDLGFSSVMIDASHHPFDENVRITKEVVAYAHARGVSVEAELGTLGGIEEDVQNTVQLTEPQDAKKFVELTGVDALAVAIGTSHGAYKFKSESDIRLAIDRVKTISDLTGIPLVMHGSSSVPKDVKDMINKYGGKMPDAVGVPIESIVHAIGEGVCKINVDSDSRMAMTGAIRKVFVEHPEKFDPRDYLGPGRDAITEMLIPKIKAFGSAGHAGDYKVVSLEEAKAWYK
#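 40 nM FBPA preincubated 10 min at RT with compound (up to 57.5 uM final), then substrate plus GAPDH/TPI/NAD/arsenate coupling and diaphorase/resazurin added. Fluorescence read after 20 min at RT, 525/598 nm.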
# CHX counter – affects cycloheximide protein synthesis inhibition readout, counter-screen; 300,000 tested, 12% active; cell reporter, cycloheximide protein synthesis inhibition counterscreen; max response, %; in the data active = max response mostly above about 13%, no sharp cut-off; inactive = mostly below about 14%; note: read at 38.3 µM for the half of the compounds with a filed dose; 0% is about no effect
# Shiga inhibitor – Shiga toxin inhibition | Vero cells, Shiga toxin protein synthesis inhibition reporter | inhibition, % at 38.7 µM | 290,000 tested, 9.2% active; in the data active = inhibition mostly above about 28%, no sharp cut-off; inactive = mostly below about 43%; note: 0% is about no effect
# Pf growth 96h – P. falciparum growth inhibition at 96 hour, primary screen for plastid delayed-death inhibitors; P. falciparum luciferase reporter growth, 96 h; Potency, µM (titrated, usually from 28.7 µM), inactives show at the highest dose activity change, negative = inhibition, actives largely listed as inhibitors; 320,000 tested, 6.9% active; note: potency is the fitted concentration of half-maximal effect; % is set by controls: 0 for no effect and ±100 for the full control effect
#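 Luminescence readout: decreased luciferase signal marks inhibited growth of reporter-expressing P. falciparum in infected red cells (2% hematocrit, 0.05% parasitemia final), exposed to compound two generations (96 h, 37 C, 5% CO2).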
# * = called active by the depositor; i = inactive; ? = inconclusive; . = not tested or not shown; & = joins results of further samples; [ ] = another dose, or the depositor's remark. Unless noted, calls come from the whole dose curve; as a rule, active = well fitted curve in the direction sought with a large enough effect; inconclusive = small, poorly fitted or top-dose-only effect, or another doubt; inactive = no such curve, though single readings can be large; an effect the other way counts as inactive or inconclusive.
SMILES	Pf growth 48h	Sm TGR inh	Giardia FBPA inh	CHX counter	Shiga inhibitor	Pf growth 96h
O=C(NNC(=S)NC(=O)c1cccnc1)c1ccc(Cl)cc1	?	-32.6%	17.6%	19.1*	-26.2	22.4%
CNC(=S)N(CCc1c(C)[nH]c2ccc(C)cc12)Cc1ccc(OC)c(OC)c1	?	-9.7%	-12.6%	-4.7	-8.6	10.4µM*
CC(C)(C)C(=O)CSc1nccc(=O)[nH]1	4.3%	-26.9%	-4.8%	2.6	5.1	?
O=C(COC(=O)c1ccc(O)cc1)Nc1cccc(S(=O)(=O)NC2=NCCCCC2)c1	?	-11.5%	4.8%	14.7	12.2	?
C/C=C/C=C/C(=O)OCC(=O)Nc1ccc(Cl)cc1	-18.7%	?	-9.5%	-2.6	26.2	9.8%
Cc1ccc(NC(=O)COC(=O)c2cc(-c3cccs3)nn2-c2ccccc2)cc1[N+](=O)[O-]	-17.3%	1.3%	13.1%	2.4	-7.8	-9.5%
Cc1ccc(NC(=O)CCNS(=O)(=O)c2ccc(Br)s2)cc1	2.0%	0.0%&1.7%	-16.5%	4.6	-14.6	20.5%
Cc1cc(Oc2nc3c(C)cccn3c(=O)c2/C=C(\C#N)S(=O)(=O)c2ccccc2)ccc1Cl	?	2.2%	1.2%	-1.4	0.9	2.33µM*
Cc1cc(C(=O)NCCN2CCCCC2C)n(-c2ccccc2)n1 (stereo not drawn)	3.1%	0.6%	3.4%	-1.9	-5.7	3.2%
Cc1ccc(SCc2ccc(C(=O)N3CCCCC3)cc2)cc1	46.5%[activator]	.	1.3%	28.5*	59.1*	i
CC(C)(C)c1cc(NS(=O)(=O)c2cccs2)no1	6.1%	-0.3%	-13.7%	-1.5	-9.5	27.9%
COc1ccccc1NC(=O)c1cc(Cl)ccc1NC(=O)c1ccco1	?	-5.5%	0.8%	-1.6	12.0	?

# Rewritten field by field: entries from further up.
O=C(NNC(=S)NC(=O)c1cccnc1)c1ccc(Cl)cc1
  Pf growth 48h: ?
  Sm TGR inh: -32.6%
  Giardia FBPA inh: 17.6%
  CHX counter: 19.1*
  Shiga inhibitor: -26.2
  Pf growth 96h: 22.4%
CNC(=S)N(CCc1c(C)[nH]c2ccc(C)cc12)Cc1ccc(OC)c(OC)c1
  Pf growth 48h: ?
  Sm TGR inh: -9.7%
  Giardia FBPA inh: -12.6%
  CHX counter: -4.7
  Shiga inhibitor: -8.6
  Pf growth 96h: 10.4µM*

# Later entries.
SMILES	Pf growth 48h	Sm TGR inh	Giardia FBPA inh	CHX counter	Shiga inhibitor	Pf growth 96h
COc1cccc(CN(C)C(=S)Nc2cccc(C)c2)c1	?	8.3%	-4.0%	0.2	-9.6	?
O=c1cc(N2CCC3(CC2)OCCO3)[nH]c(=O)n1C1CCCCC1	9.7%	4.6%	-8.9%	9.3	18.2	134.6%[activator]
Cn1cnc([N+](=O)[O-])c1NCc1ccccc1	23.6%	-8.9%	6.5%	0.1	9.1	-3.6%
COc1ccc(NC(=O)c2ccc(NC(=O)C(C)C)cc2)c([N+](=O)[O-])c1	16.1%	-0.9%	6.5%	-3.1	-8.3	36.2%[activator]
Cc1ccc(NCN2C(=O)C3CC=C(Cl)CC3C2=O)cc1 (stereo not drawn)	.	5.7%	-4.9%	-2.1	-9.4	52.3%[activator]
CCCCCNc1c(C(=O)OCC)c(=O)[nH]c2ccccc12	.	-21.1%[11.4 µM]	0.2%	-1.6	-15.4	-7.2%
COc1ccc(NC(=O)CCOc2ccc(C)cc2)cc1S(=O)(=O)N1CCOCC1	-21.6%	-19.9%	.	.	.	?
Cc1ccc2oc(=O)n(CC(=O)O)c2c1	.	-2.7%	4.4%	-1.0	-7.8	44.0%[activator]
CC(C)CCNC(=O)C(c1ccco1)N(CCCO)C(=O)Cn1nnc(-c2ccc(F)cc2)n1 (stereo not drawn)	-1.4%	-6.4%	0.9%	-2.3	-9.1	93.0%[activator]
O=C(NCCc1ccccc1)c1ccccc1NC(=O)C1CCCCC1C(=O)O (stereo not drawn)	55.4%[activator]	.	6.6%	28.5*	55.6*	135.2%[activator]
O=C(O)C1CCCCC1C(=O)NCc1ccccn1 (stereo not drawn)	16.6%	8.7%	0.3%	-1.5	-18.4	-22.6%
CCN1C(=O)c2c(C)nc3ccccc3c2C1=O	-1.7%	-0.2%	-8.3%	-3.3	-5.9	5.9%
Cc1cc(C)n(-c2ccc(C(=O)OC(C)C)cc2)n1	83.2%[activator]	13.6%	-2.5%	20.4*	15.2	0.0%
Cc1cc(N(CC(=O)NC(C)C)S(C)(=O)=O)ccc1Br	19.4%	-3.6%	4.5%	-3.3	14.6	?
CCCn1c(=S)[nH]c2cc(C(=O)N3CCCC(C(=O)OCC)C3)ccc2c1=O (stereo not drawn)	-6.6%	0.8%	-22.3%	-1.1	-10.5	6.2%
CCCC(O)(c1ccc(Cl)cc1)C(CN1CCOCC1)c1ccc(Cl)cc1 (stereo not drawn)	1.85µM*	-3.8%	?	-7.8	-8.5	28.3%
O=C(O)c1ccc(NC(=O)c2cn(-c3ccccc3)nc2-c2ccc(F)cc2)cc1	165.9%[activator]	3.1%	-6.3%	38.9*	94.3*	72.5%[activator]
COc1ccc(NC2=NCCCCC2)cc1	18.3%	-15.7%	-4.2%	-3.6	-6.3	-8.9%
Cc1ccnc(N/N=C/c2ccco2)n1	.	-11.4%	?	41.1*	46.6	90.8%[activator]
O=C(COC(=O)CCNS(=O)(=O)c1cccs1)Nc1cc(C(F)(F)F)ccc1Cl	21.0%	-15.0%	.	.	.	29.3%
CC1=CCC2C(=O)N(c3ccc(C)c(Br)c3)C(=O)C2C1 (stereo not drawn)	6.5%	0.9%	-7.1%	0.8	14.0	?
COC(=O)c1cn(C(=O)c2ccccc2F)nc1N	4.6%	2.4%	-1.5%	-1.2	-7.2	.
CCOC(=O)CSc1nnc([C@H](CC(C)C)NC(=O)OC(C)(C)C)o1	?	1.6%	0.7%	6.0	14.2	?
O=C(CSc1nnc(Cc2ccccc2)n1-c1ccc(F)cc1)N1CCOCC1	5.3%	-3.4%	-3.0%	-2.2	-20.7	.

# Following part:
Compound	Pf growth 48h	Sm TGR inh	Giardia FBPA inh	CHX counter	Shiga inhibitor	Pf growth 96h
CC(=O)N1CCN(C(=O)c2cc(C)nc3ccccc23)CC1	-3.6%	15.9%	1.2%	-4.5	-4.2	16.0%
CC(/C=C1\SC(=S)N(CCCC(=O)Nc2ccc(C(=O)O)cc2)C1=O)=C\c1ccccc1	?	-6.0%	-0.3%	0.9	15.3	?
CCc1nnc(NC(=O)COc2ccc3c(c2)OCO3)s1	39.0%[activator]	-9.9%	-4.1%	-1.3	2.6	27.4%
Fc1ccc(Nc2c(-c3ccco3)nc3ccccn23)cc1	-19.3%	-7.9%&-23.6%	-12.9%	8.9	23.4	-10.2%
CCOc1ccccc1NC(=O)CNC(=O)CNC(=O)Cc1ccccc1	3.8%	0.0%	.	1.3	-24.9	?
COc1cc(/C=C(/C#N)c2ccc(F)cc2)ccc1Oc1ccc([N+](=O)[O-])cn1	4.65µM*	-15.1%	-4.9%	-1.9	-8.0	-16.8%
Cc1c(C#N)c2ccccc2n1CC(=O)O	4.9%	0.0%	9.8%	8.1	6.4	-28.8%
CCOc1ccc(CNC(=O)CCCc2cn(C)c3ccccc23)cc1OC	-27.2%	6.1%&-10.5%	-7.2%	-5.9	-6.8	?
Cc1ccc(NC(=O)N2CCCC2C(=O)Nc2ccc3c(c2)OCCO3)cc1 (stereo not drawn)	31.2%[activator]	-12.1%	-0.7%	2.3	21.1	3.1%
CC1CCN(S(=O)(=O)c2cccc(C(=O)NCc3cccs3)c2)CC1	-0.3%	-9.6%	0.9%	-2.1	-6.8	1.5%
COCCCNC(=O)CNC(=O)c1nn(-c2ccc(OC)c(Cl)c2)c(=O)c2ccccc12	.	-18.7%	-5.5%	-1.4	-4.9	0.0%
COc1ccc(NC(=O)CS(=O)(=O)c2ccccc2)cc1	24.6%	-11.7%	-0.4%	26.3*	28.2*	0.2%
COc1cccc2oc3cc(C#Cc4ccccn4)ccc3c(=O)c12	-6.2%	7.94µM*	-14.9%	27.2*	35.3*	?
O=C(CSc1nc2ccc(NC(=O)c3ccccc3C(=O)O)cc2s1)Nc1ccc(F)c([N+](=O)[O-])c1	1.0%	-13.1%	-4.1%	24.7	29.9*	115.0%[activator]
Cc1ccc(NC(=O)CS(=O)CC(=O)N(CC(=O)NC2CCCC2)c2cc(C)ccc2C)cc1 (stereo not drawn)	15.2%	0.5%	1.3%	-8.0	-13.2	-22.9%
CS(=O)(=O)N(CC(=O)Nc1ccc2c(c1)OCO2)Cc1ccccc1	-1.5%	-6.7%	5.5%	12.7*	28.0	-6.7%
C/C(=N/Nc1ccc(C(=O)O)cc1)c1ccc(O)c(O)c1O	107.4%[activator]	-21.9%	7.06µM*	51.5*	83.7*	?
CN(C)C(CNC(=O)CSc1nc2sc3c(c2c(=O)n1C)CCC3)c1ccccc1 (stereo not drawn)	?	-8.0%	.	.	.	?
C/C(=C\c1ccccc1)CN1CCN(c2ccccc2F)CC1	18.9%	5.2%	?	-3.5	3.6	13.1%
CCNC(=O)c1ccccc1NC(=O)c1cccc(S(=O)(=O)N2CCOCC2)c1	?	-9.7%	6.4%	-1.4	-10.3	?

# Complete entries, looked up by structure.
# CCCCCNc1c(C(=O)OCC)c(=O)[nH]c2ccccc12 as listed: Pf growth 48h: .; Sm TGR inh: -21.1%[11.4 µM]; Giardia FBPA inh: 0.2%; CHX counter: -1.6; Shiga inhibitor: -15.4; Pf growth 96h: -7.2%
# CNC(=S)N(CCc1c(C)[nH]c2ccc(C)cc12)Cc1ccc(OC)c(OC)c1 as listed: Pf growth 48h: ?; Sm TGR inh: -9.7%; Giardia FBPA inh: -12.6%; CHX counter: -4.7; Shiga inhibitor: -8.6; Pf growth 96h: 10.4µM*
# Cc1ccc(NC(=O)COC(=O)c2cc(-c3cccs3)nn2-c2ccccc2)cc1[N+](=O)[O-] as listed: Pf growth 48h: -17.3%; Sm TGR inh: 1.3%; Giardia FBPA inh: 13.1%; CHX counter: 2.4; Shiga inhibitor: -7.8; Pf growth 96h: -9.5%

# The list continues:
Compound	Pf growth 48h	Sm TGR inh	Giardia FBPA inh	CHX counter	Shiga inhibitor	Pf growth 96h
Cc1ccc(O)c(-c2cc(C(=O)Nc3ccc(S(=O)(=O)Nc4nc(C)cc(C)n4)cc3)[nH]n2)c1	?	-2.8%	-6.5%	-5.4	-13.6	13.1µM*
CCc1nnc(NC(=O)CSc2nnc(Cc3cc(=O)[nH]c(=O)[nH]3)n2-c2ccc(OC)cc2)s1	?	3.1%	-15.9%	-3.2	1.2	52.3%[activator]
O=C(COc1ccc(Cl)cc1)NCCSCc1ccccc1Cl	-5.8%	-11.7%	-5.0%	-1.5	-8.8	7.4%
CC(C)C[C@H](NC(=O)[C@H](Cc1ccccc1)C[C@@H](O)[C@H](Cc1ccccc1)NC(=O)OC(C)(C)C)C(=O)N[C@@H](Cc1ccccc1)C(N)=O	.	.	6.9%	5.4	-12.7	.
Cn1c(=O)c2c(nc(N/N=C3\CCCc4ccccc43)n2Cc2ccc(F)cc2)n(C)c1=O	3.1%	-5.9%	-7.8%	-0.9	-8.7	-10.0%
Cc1cc(CC(C)C)n(-c2nc3ccccc3c(=O)n2OCC(N)=O)n1	-19.9%	10.5%	14.5%	25.7*	104.2*	?
